HIV Rev-RRE inh = inhibitors of HIV-1 Rev-RRE RNA interaction; Rev peptide-RRE RNA binding, FRET; hit rate 0.79% among 97,000; inhibition, % at 8 µM;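 active means inhibition above the screen-wide mean plus 3 SD, cut at about 35% in these data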;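 further: 0% = median DMSO wells and 100% = median Neomycin B control wells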
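Probe or stimulus: fluorescein-Rev peptide as binding partner; assay system: Cy5-tagged RRE RNA duplex with fluorescein-tagged Rev peptide; timing: 5 min compound–RNA preincubation, then 15 min with peptide, 25 °C; medium: HEPES pH 7.5 buffer with KCl, MgCl2, NaCl and EDTA; signal: fluorescein-to-Cy5 FRET, 480 nm excitation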
PLK1 kinase inh = blocks human PLK1 kinase activity; AID 619; hit rate 0.53% among 97,000; inhibition, % at 10 µM; P53350; recombinant PLK1 kinase, TR-FRET peptide phosphorylation;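 active means inhibition of 50% or more in the single-concentration screen; inactive means inhibition below 50%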;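 further: 0% = DMSO max control and 100% = H-89 dihydrochloride min control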
MT1-MMP txn act = activates MT1-MMP transcription. hit rate 0.16% among 86,000. HT1080 MT1-MMP promoter luciferase reporter, luminescence, overnight; stronger effect = higher value. activation factor at 10 µM;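 active means activation factor of at least 2 for MT1-MMP transcription at 10 µM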
S1P2 antag = blocks the human S1P2 receptor; O95136; cell-based S1P2 antagonist assay, inhibition at 5 uM; inhibition, % at 5 µM; hit rate 0.21% among 97,000; in the data active means inhibition above about 45%;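 further: CRE beta-lactamase reporter cells expressing human S1P2 stimulated with S1P; 0% = agonist at EC80 alone and 100% = agonist plus reference antagonist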
PLK1 PBD inh = inhibitors of human Plk1 polo box domain binding | P53350 | Plk1 PBD phosphopeptide binding, fluorescence polarization | inhibition, %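 (tested at about 20 µM)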 | hit rate 0.13% among 97,000 | AID 693; in the data active means inhibition above about 34%, passing the limit was not always enough
PLAP activator = activators of human placental alkaline phosphatase. purified PLAP enzyme, luminescent substrate read-out; stronger effect = higher value. hit rate 1.2% among 96,000. P05187. activation fold at 20 µM; in the data active means activation fold above about 2
S1P2 ag = activates the human S1P2 receptor; O95136; S1P2-expressing cell line, agonist reporter read-out; hit rate 0.46% among 97,000; activation, % at 4.5 µM; in the data active means activation above about 16%;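 further: 0% = vehicle low control and 100% = maximal reference agonist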
EphB4 antag = blocks human EphB4 binding to ephrin-B2; EphB4 LBD / TNYL-RAW-Alexa532 peptide, fluorescence polarization; inhibition, % at 7 µM; P54760; AID 720; hit rate 0.15% among 97,000;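 active means inhibition above the screen-wide mean inhibition plus 3 SD, cut at about 15% in these data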;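 further: 0% = DMSO wells and 100% = excess unlabeled TNYL-RAW peptide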
FAK blocker = blocks human focal adhesion kinase activity; hit rate 0.84% among 97,000; AID 727; inhibition, %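 (tested at 7 µM)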; Q05397; biochemical FAK kinase activity assay; in the data active means inhibition above about 19%;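 further: 0% = DMSO and 100% = reference compound high control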
Target sequence (Q05397 whole entry, looked up): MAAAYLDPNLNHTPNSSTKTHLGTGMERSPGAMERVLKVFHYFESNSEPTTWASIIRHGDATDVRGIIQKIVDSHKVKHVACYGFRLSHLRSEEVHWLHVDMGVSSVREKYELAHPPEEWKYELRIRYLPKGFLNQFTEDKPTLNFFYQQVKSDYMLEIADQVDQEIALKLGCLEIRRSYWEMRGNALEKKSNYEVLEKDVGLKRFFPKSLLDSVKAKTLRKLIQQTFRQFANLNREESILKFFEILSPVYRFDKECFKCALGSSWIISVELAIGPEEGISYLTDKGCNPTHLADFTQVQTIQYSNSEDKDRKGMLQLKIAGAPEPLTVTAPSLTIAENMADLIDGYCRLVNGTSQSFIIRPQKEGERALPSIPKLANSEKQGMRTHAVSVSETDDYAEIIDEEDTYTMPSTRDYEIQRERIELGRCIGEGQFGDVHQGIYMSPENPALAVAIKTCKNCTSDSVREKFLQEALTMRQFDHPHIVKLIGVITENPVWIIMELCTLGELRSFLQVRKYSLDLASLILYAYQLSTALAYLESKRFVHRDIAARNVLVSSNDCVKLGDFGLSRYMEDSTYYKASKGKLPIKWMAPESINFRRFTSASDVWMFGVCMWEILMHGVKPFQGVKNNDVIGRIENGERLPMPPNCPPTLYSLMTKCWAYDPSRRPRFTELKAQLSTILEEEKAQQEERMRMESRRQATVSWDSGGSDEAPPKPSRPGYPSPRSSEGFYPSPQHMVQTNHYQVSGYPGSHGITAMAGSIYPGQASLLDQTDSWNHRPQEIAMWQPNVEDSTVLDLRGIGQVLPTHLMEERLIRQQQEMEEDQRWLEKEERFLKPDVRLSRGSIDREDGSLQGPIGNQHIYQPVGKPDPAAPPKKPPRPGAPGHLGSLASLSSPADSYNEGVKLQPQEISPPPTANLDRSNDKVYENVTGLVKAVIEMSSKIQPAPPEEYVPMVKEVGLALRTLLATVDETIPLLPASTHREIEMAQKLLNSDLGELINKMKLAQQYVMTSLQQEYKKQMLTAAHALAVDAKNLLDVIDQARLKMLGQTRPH
* marks the source's active call; other numbers are inactive results; nt = not tested or not shown.

#	Molecule	HIV Rev-RRE inh	PLK1 kinase inh	MT1-MMP txn act	S1P2 antag	PLK1 PBD inh	PLAP activator	S1P2 ag	EphB4 antag	FAK blocker
1	CC12CCC(C(=O)N3CCN(c4ccccc4)CC3)(CC1=O)C2(C)C (stereo unspecified)	5	-11	1.1	7	-6	1.5	-4	0	4
2	Cc1cccc(/C=C2/SC(=O)N(Cc3ccccc3)C2=O)n1	4	-12	nt	3	-19	0.8	-1	5	-2
3	O=C(CCSc1ccccc1)Nc1ccc(OCc2ccccc2)cc1	3	-8	nt	17	-2	0.9	-2	-9	-1
4	CC(NC(=O)Nc1ccc(Cl)cc1)C(c1cccs1)N1CCOCC1 (stereo unspecified)	1	-15	nt	-4	-11	1.4	-2	-1	-7
5	O=C(CSc1nc(Nc2ccccc2)nc(N2CCOCC2)n1)Nc1ccccc1Cl	11	-21	1.1	-3	-15	0.9	-5	9	0
6	CCC(c1nnnn1C(C)(C)CC)N(CCCN1CCOCC1)Cc1cc2cccc(C)c2[nH]c1=O (stereo unspecified)	13	0	1.3	14	19	1.8	0	-4	2
7	Cn1nc(-c2ccc(Cl)cc2)c2cc(C(=O)N3CCN(c4ccccc4)CC3)sc21	-5	-5	1.3	10	8	1.3	-3	-8	4
8	O=C(CC(C(=O)N1CCc2ccccc21)n1ccnc1)NCc1ccccc1 (stereo unspecified)	5	-9	1.1	13	4	1.5	-3	-5	1
9	O=C(CSc1nnc(Cc2cccs2)n1Cc1ccco1)Nc1ccc(Br)cc1	11	-12	1.1	-3	20	0.8	4	-4	2
10	CCCn1c(SCC(=O)N2c3ccccc3Sc3ccccc32)nc2c1c(=O)n(C)c(=O)n2C	-3	-7	0.9	-22	7	1.3	-3	-2	-2

(list continues)
#	Molecule	HIV Rev-RRE inh	PLK1 kinase inh	MT1-MMP txn act	S1P2 antag	PLK1 PBD inh	PLAP activator	S1P2 ag	EphB4 antag	FAK blocker
11	O=C(CSc1nc2ccccc2o1)Nc1ccccc1N1CCOCC1	4	-2	1.1	-3	-21	1.6	-5	1	-1
12	CCc1ccccc1NC(=O)CSC1=C(C#N)C(c2ccc3c(c2)OCO3)C2=C(CCCC2=O)N1 (stereo unspecified)	12	-9	0.9	6	17	1.4	-4	8	-2
13	Cc1noc(C)c1COc1ccc(C(=O)OCC(=O)NC2CCCCC2C)cc1 (stereo unspecified)	11	-13	1.2	8	-13	1	-7	-3	-1
14	O=C(N/N=C/c1c[nH]c2ccccc12)c1ccn(Cc2ccc(Cl)cc2Cl)n1	7	12	nt	7	-34	1	-6	3	1
15	CCOC(=O)c1sc(NC(=O)CNC(=O)Cn2cnc3sc(C)c(C)c3c2=O)nc1C	4	0	1.1	-9	-10	1.1	0	2	-3
16	CCCn1c(N2CCN(CC(=O)c3c(C)n(C)c4ccc(OC)cc34)CC2)nc2c1c(=O)[nH]c(=O)n2C	0	1	1	-8	-3	1.3	2	2	-1
17	CCOc1cc(CNc2ccc3c(c2)OCCO3)cc(Br)c1OCC	-2	-15	nt	4	-11	0.9	-7	6	8
18	CN(C)c1ccc(/C=C2\C(=O)N(c3ccc([N+](=O)[O-])cc3)N=C2N2CCOCC2)cc1	5	-7	1.1	15	9	nt	-5	5	20*
19	Cc1cc(Cl)ccc1OC(C)C(=O)Nc1ccc(S(=O)(=O)Nc2cnc3ccccc3n2)cc1 (stereo unspecified)	5	5	nt	19	5	1.4	-6	6	7
20	CN(C)CC/C=C1/c2ccccc2Sc2c(O)cc(Cl)cc21	0	-10	0.8	-11	15	nt	-7	-1	40*

Continued.
#	Molecule	HIV Rev-RRE inh	PLK1 kinase inh	MT1-MMP txn act	S1P2 antag	PLK1 PBD inh	PLAP activator	S1P2 ag	EphB4 antag	FAK blocker
21	Cc1cccc(C)c1OCC(=O)N/N=C/c1cccn1C	4	-12	1.1	-1	13	nt	-6	2	0
22	COc1ccccc1/C=C\C=N\n1c(C2CCCCC2)n[nH]c1=S	0	-11	nt	-9	16	1.1	-1	4	2
23	COc1ccc2c(c1)CCc1c(C(=O)N3CCc4ccccc4C3)noc1-2	7	-5	1.2	-6	-2	1.4	-4	3	3
24	CN(C)S(=O)(=O)n1cnc2ccccc21	9	-10	1.2	8	-8	0.7	-2	-6	0
25	O=C(Nc1ccc2c(c1)OCCO2)c1ccc(Cl)c(S(=O)(=O)N2CCOCC2)c1	10	-12	1.4	-9	-10	1	-7	-4	-1
26	Cc1cccc(C)c1NC(=O)CSc1nnc(-c2ccco2)c(-c2ccco2)n1	-20	3	1.1	5	4	0.7	-9	-4	35*
27	CCc1nc(NCCC(C)C)c(C#N)c2c1CCCC2	21	14	1.1	-18	11	0.9	-5	6	1
28	CCOC(=O)CC(=O)CSc1nc(-c2ccccc2)cc(-c2ccc(Cl)cc2)c1C#N	10	-18	nt	-31	22	1.1	-2	-6	-9
29	O=S(=O)(c1cccc(C(F)(F)F)c1)N1CCC(O)(c2cccnc2)CC1	3	7	1.1	-7	-1	1.2	-6	0	-3
30	COc1cccc(OCCCCSc2ncccn2)c1	8	-12	1.4	-5	14	0.9	0	0	-2

(list continues)
#	Molecule	HIV Rev-RRE inh	PLK1 kinase inh	MT1-MMP txn act	S1P2 antag	PLK1 PBD inh	PLAP activator	S1P2 ag	EphB4 antag	FAK blocker
31	O=C1NCCNC1(c1c[nH]c2ccccc12)C(F)(F)F (stereo unspecified)	4	0	1.1	3	4	0.9	-5	3	0
32	O=C(COC(=O)CNC(=O)C1CCCCC1)Nc1ccc2ccccc2c1	12	-6	1.4	5	-21	0.9	-7	2	-1
33	Fc1ccc(CSc2nnc(CN3CCOCC3)n2-c2ccccc2)c(Cl)c1	-6	-8	nt	-17	-27	1.9	-1	4	1
34	O=C(NCc1ccco1)C1CC2CCC1C2 (stereo unspecified)	-1	-5	1.1	-1	0	0.9	1	5	-1
35	CCCCN1C(=O)/C(=C2\SC(N3CCCCC3)=NC2=O)c2ccccc21	11	-14	1.5	-8	-4	1.4	0	2	7
36	C=CCc1cccc2cc(C(=O)NC(C)(C)C)c(=O)oc12	-1	-15	1	-2	-12	0.9	-3	8	2
37	COc1cc(SC)ccc1C(=O)NCc1ccc(C)cc1	9	-14	nt	-18	7	0.9	-8	-4	-4
38	CC1(C(=O)CSc2nc3ccccc3s2)CCC(=O)O1 (stereo unspecified)	7	-9	1.1	15	-19	1.2	-2	-1	-1
39	O=C1COc2ccc(C(=O)CSc3nnc(Cc4cccs4)n3-c3ccccc3)cc2N1	16	-1	1.2	-6	-2	1.6	-3	6	-1
40	COc1cc(OC)cc(-c2nnc(SCC(=O)N(Cc3ccccc3)C(C)(C)C)o2)c1	-2	-5	1	-8	-15	1.6	-2	-4	2

The listing continues:
#	Molecule	HIV Rev-RRE inh	PLK1 kinase inh	MT1-MMP txn act	S1P2 antag	PLK1 PBD inh	PLAP activator	S1P2 ag	EphB4 antag	FAK blocker
41	CC(C)(C)c1cc(C(=O)NCc2cccnc2)ccn1	5	3	1.3	-2	-14	1	-2	-6	-1
42	O=C(O)CCC(=O)NC1CCCCC1NC(=O)CCC(=O)O (stereo unspecified)	7	-3	1.2	5	13	nt	-8	-2	0
43	Cc1ccc2cc(CN(Cc3ccco3)C(=O)C3CCCCC3)c(=O)[nH]c2c1C	7	-11	1.1	-6	23	1	-1	-6	-2
44	Cc1cc(SC(C)C(=O)Nc2c(C)n(C)n(-c3ccccc3)c2=O)nc2ccccc12 (stereo unspecified)	2	-15	1.2	0	-7	1.3	-8	6	-2
45	COc1ccc(Br)cc1/C=C/C(=O)Nc1c(C)cccc1C	2	-12	nt	-3	-5	0.9	-4	1	2
46	COC(=O)c1cc(NC(=O)CC2C(=O)NCCN2C(=O)c2ccccc2)cc(C(=O)OC)c1 (stereo unspecified)	1	-2	1.1	14	29	1.2	-6	2	1
47	Cc1ccccc1NC(=O)NCc1ccco1	5	-11	1.1	-3	5	1.3	-5	-7	1
48	C=CCn1c(COc2ccc(Cl)cc2)nnc1SCC(=O)N1CC(=O)Nc2ccccc21	11	-7	1.3	7	5	1.6	-4	8	1
49	CCOC(=O)c1[nH]c2ccc(OC)cc2c1NC(C)=O	4	-8	1.1	-9	9	1	-3	2	7
50	CC(C)n1c(Sc2nccn2C)nc2c1c(=O)n(C)c(=O)n2C	3	-15	1	-10	5	1.2	-4	-6	-3

Some entries already given with just PLK1 kinase inh:
No. | molecule | PLK1 kinase inh
44 | Cc1cc(SC(C)C(=O)Nc2c(C)n(C)n(-c3ccccc3)c2=O)nc2ccccc12 (stereo unspecified) | -15
43 | Cc1ccc2cc(CN(Cc3ccco3)C(=O)C3CCCCC3)c(=O)[nH]c2c1C | -11

Next section.
#	Molecule	HIV Rev-RRE inh	PLK1 kinase inh	MT1-MMP txn act	S1P2 antag	PLK1 PBD inh	PLAP activator	S1P2 ag	EphB4 antag	FAK blocker
51	Cc1ccc(C)c2c1[nH]c1ccc([N+](=O)[O-])cc12	6	8	1.1	-1	-12	0.7	-3	0	2
52	O=C(CSc1nc2ccccc2c2nc3ccccc3n12)NCc1ccco1	0	2	1	0	10	1.3	2	5	12
53	Cc1ccccc1-c1c(C)oc2cc(O)ccc2c1=O	1	-4	1.2	4	-10	1	-4	4	0
54	CC1CCC(NC(=O)CC(C)(C)Cc2nc3ccccc3c(=O)[nH]2)CC1 (stereo unspecified)	6	-12	1.1	-21	17	1.3	3	-8	1
55	O=C(CSc1nnc2ccccn12)c1ccc(OC(F)F)cc1OC(F)F	6	-16	1.3	20	-15	1.5	-4	-4	1
56	O=C1CCCC2=C1C1(CCCCC1)N=C(Nc1nc3ccccc3s1)N2	13	-9	1.1	7	5	0.9	-5	4	0
57	COc1ccc(Cn2c(CCC(=O)Nc3ccccc3)nc3cccnc32)cc1	8	-14	1	-27	8	1	-3	0	-1
58	CCOC(=O)CSCc1c(C#N)c2ccccc2n1C	2	-11	0.9	-9	15	1.1	0	1	-2
59	C=CCn1c(=S)[nH]c2ccc(Br)cc2c1=O	5	-5	1	3	8	1	-6	3	5
60	OC(COCC1CC=CCC1)Cn1cnc2ccccc21 (stereo unspecified)	-4	-3	1	-1	-1	1.6	-3	-9	1

(next part)
#	Molecule	HIV Rev-RRE inh	PLK1 kinase inh	MT1-MMP txn act	S1P2 antag	PLK1 PBD inh	PLAP activator	S1P2 ag	EphB4 antag	FAK blocker
61	COc1cccc(-c2nnc3n2N=C(c2cccc(Br)c2)CS3)c1	7	3	1.1	3	-7	0.2	-3	-7	-2
62	Cc1nn(CC(=O)NCCc2ccccc2)c(=O)c2ccccc12	4	-15	1.1	15	1	0.9	-7	0	6
63	CC(CNC(=O)C(=O)NC(C)CCc1ccccc1)Cc1ccccc1 (stereo unspecified)	13	2	nt	-12	1	1	-5	5	-3
64	CCc1ccc(/C=C2\CN(CC)Cc3c2nc2ccccc2c3C(=O)O)cc1	40*	6	nt	-32	4	1.6	-3	-1	51*
65	Cc1ccc(S(=O)(=O)N2CCOCC2)cc1NC(=O)COC(=O)CCC(=O)c1cccs1	-3	-4	1	-11	31	1.3	-8	-6	-10
